Assay outcomes: PubChem, several laboratories
TLR9-MyD88 inh – inhibitors of human TLR9-MyD88 binding. Q9NR96+Q99836. CHO BLA complementation TLR9-MyD88, CCF4 FRET ratio. inhibition, % at 4.98 µM. hit rate 0.21% among 340,000. AID 504734;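 active means inhibition above the mean over all tested compounds plus 3 SD, cut at about 21% in these data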;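 further: 0% = DMSO only wells and 100% = clavulanate BLA inhibitor control wells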
ABCB6 inh MLPCN – blocks the human ABCB6 transporter. Q9NP58. K562-ABCB6 porphyrin accumulation, flow cytometry, 1 h; stronger effect = lower value. fluorescence ratio to DMSO, % at 10 µM. hit rate 0.19% among 360,000. AID 602162;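 active means fluorescence ratio to DMSO below 75%, the collection mean minus 3 SD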;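 further: signal is porphyrin accumulated inside mitochondria; 100% equals median channel fluorescence of DMSO control wells; lower ratio means ABCB6 inhibition with less porphyrin fluorescence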
MC4R antag cAMP – human MC4R antagonism in cAMP assay; P32245; inhibition, % at 6.5 µM; hit rate 0.48% among 360,000; MC4R-expressing cells, MTII-stimulated cAMP, LANCE TR-FRET;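 active means inhibition above its plate's cutoff, the mean of tested wells on that plate plus 3 SD, cut at about 29% in these data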;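 further: 0% = Melanotan II alone and 100% = Melanotan II plus saturating MCL0020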
Target sequence (P32245 whole entry, looked up): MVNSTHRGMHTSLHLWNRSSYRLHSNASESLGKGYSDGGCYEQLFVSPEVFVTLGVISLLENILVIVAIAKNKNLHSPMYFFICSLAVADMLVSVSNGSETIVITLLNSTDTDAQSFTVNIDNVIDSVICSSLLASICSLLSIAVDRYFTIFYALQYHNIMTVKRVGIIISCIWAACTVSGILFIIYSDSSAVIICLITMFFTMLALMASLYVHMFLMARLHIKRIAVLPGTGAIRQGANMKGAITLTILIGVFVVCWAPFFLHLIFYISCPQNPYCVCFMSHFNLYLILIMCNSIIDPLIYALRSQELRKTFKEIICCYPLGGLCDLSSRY
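System – human MC4R-expressing U2OS cells · Also added – Melanotan II · Dosing – one concentration, 6.5 µM nominal · Timing – 30-min compound, 1-h challenge, 1-h detection, room temperature · Measured by – Eu-cAMP/anti-cAMP TR-FRET, emission 671 nm · Replicates – singlicate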
H9c2 protect – myocardial damage modulation in H9c2 cells; H9c2 cardiomyocytes, H2O2 injury protection, ATPLite, 2 h; protection from H2O2 cell death, % at 20 µM; hit rate 0.63% among 360,000; AID 588492;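 active means compounds giving at least 50% protection of heart cells from peroxide-induced death in the single-dose screen, raw or plate-pattern-corrected value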;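 further: 0% = DMSO wells with peroxide and 100% = DMSO wells without peroxide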
MC4R barr agon – activates human MC4R beta-arrestin recruitment; P32245; U2OS MC4R beta-arrestin complementation, luminescence; percent of melanotan II response, DMSO zero; activation, % at 8.9 µM; hit rate 0.98% among 360,000; AID 540308;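 active means activation above a per-plate cutoff, the mean activation of sample wells on that plate plus 3 SD, cut at about 8% in these data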
HTR2A ag – activates the mouse 5-HT2A serotonin receptor; P35363; CHO-K1 mHTR2A beta-arrestin complementation, luminescence; percent of 30 µM serotonin response; activation, % at 7.6 µM; hit rate 0.66% among 360,000; AID 624169;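 active means activation above a run cutoff, the mean activation of all tested compounds plus 3 SD, cut at about 14% in these data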;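 further: 0% = plate median of compound wells and 100% = 30 µM serotonin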
ABHD5 PLIN5 PPI – ABHD5-PLIN5 protein interaction inhibition. Q00G26+Q8WTS1. Split G. princeps luciferase complementation, luminescence, 4 h. inhibition, % at 4 µM. hit rate 0.78% among 360,000;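 active means inhibition above the mean inhibition across every tested compound plus 3 SD, cut at about 22% in these data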;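 further: 0% = DMSO only wells and the 100% control is not disclosed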
Glyco luc inh – blocks N-linked glycosylation in D54 reporter cells; hit rate 0.23% among 360,000; D54 ERlucT glycosylation luciferase reporter, 24 h; percent of 100 nM tunicamycin response; reporter increase, % at 12.5 µM;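 active means mean luciferase reporter signal, scaled so untreated is 0 and the glycosylation-blocking control 100, at or above a set limit in every replicate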;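 further: luciferase carries N-glycosylation sites so blocking glycosylation raises the light; 0% = median of neutral control wells and 100% = median of 100 nM tunicamycin wells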
SRC2 inh – inhibits human steroid receptor coactivator 2; Q15596; HEK293 GAL4-SRC2 luciferase reporter, luminescence; inhibition, % at 9 µM; hit rate 0.17% among 370,000;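 active means inhibition above the mean inhibition of all tested compounds plus 3 SD, set per campaign, cut at about 52% in these data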;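 further: 0% = DMSO treated cells and 100% = cells given Gossypol at 36 µM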
NOD2 RIPK2 PPI – inhibitors of human NOD2-RIPK2 interaction; CHO BLA complementation NOD2-RIPK2, CCF4 ratio; hit rate 0.38% among 360,000; inhibition, % at 4.98 µM; AID 624267; in the data active means inhibition above about 21%;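 further: 0% = vehicle only and 100% = reference blocker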
Target sequence (O43353 whole entry, looked up): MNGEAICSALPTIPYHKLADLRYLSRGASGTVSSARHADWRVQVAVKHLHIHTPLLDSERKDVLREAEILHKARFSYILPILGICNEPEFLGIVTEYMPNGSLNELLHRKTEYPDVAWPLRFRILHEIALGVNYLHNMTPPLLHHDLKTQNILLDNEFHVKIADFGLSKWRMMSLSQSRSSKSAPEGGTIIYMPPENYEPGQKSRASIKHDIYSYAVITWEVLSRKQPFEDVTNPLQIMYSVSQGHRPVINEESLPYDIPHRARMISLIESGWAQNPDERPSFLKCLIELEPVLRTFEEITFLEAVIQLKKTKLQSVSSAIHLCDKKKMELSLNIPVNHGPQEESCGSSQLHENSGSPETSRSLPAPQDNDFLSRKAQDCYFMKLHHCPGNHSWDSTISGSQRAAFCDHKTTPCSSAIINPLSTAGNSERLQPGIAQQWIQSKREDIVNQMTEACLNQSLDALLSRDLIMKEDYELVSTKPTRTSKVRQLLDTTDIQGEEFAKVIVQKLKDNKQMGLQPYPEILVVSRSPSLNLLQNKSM
* hit, by the source's call; . = no result given.

#	mol	TLR9-MyD88 inh	ABCB6 inh MLPCN	MC4R antag cAMP	H9c2 protect	MC4R barr agon
1	C[C@H](O)CNC(=O)c1[nH]cnc1C(=O)Nc1ccc(CNC(=O)OC(C)(C)C)cc1	5	99	10	21	0.2
2	COc1ccc(S(=O)(=O)N(CC(=O)NCc2ccco2)c2ccccc2OC)cc1	-4	97	1	0	-2.4
3	Cc1ccc(CNC(=O)C2CCCN(C(=O)N(C)C)C2)cc1 (configuration not stated)	-5	103	-1	-2	-1.2
4	CCOc1ccc(C2C(C(=O)/C=C/c3ccco3)=C(O)C(=O)N2CCN2CCOCC2)cc1OC (configuration not stated)	5	101	-6	2	-0.7
5	COc1ccccc1C(O)P(=O)(OC(C)C)c1ccc(N(C)C)cc1 (configuration not stated)	-8	93	3	11	0.5
6	N#CC(C#N)=NNc1ccc([N+](=O)[O-])cc1	-11	98	0	-14	-2.8
7	c1ccc(N=P(c2nc3ccccc3o2)(N2CCOCC2)N2CCOCC2)cc1	-5	97	-6	-3	0.7
8	CCC(C)Sc1nc2c(cnn2-c2ccc(C)cc2)c(=O)[nH]1 (configuration not stated)	-6	91	-5	-9	-1.3
9	CC(C)CN1C(=O)c2ccc(C(=O)NCc3ccc4c(c3)OCO4)cc2C1=O	-1	95	-2	0	-1.5
10	CSCCC(NC(=O)c1cccc(C)c1)C(=O)NCc1cccs1 (configuration not stated)	6	94	1	10	-1.7
11	Cc1ccc(/C=C/C(=O)OCC(=O)NC(=O)NCc2ccccc2)cc1	6	96	3	3	6.9
12	COc1c2c(cc3oc(C)cc(=O)c13)OC(C(C)(C)OC1OC(CO)C(O)C(O)C1O)C2 (configuration not stated)	3	97	-3	4	-0.9
13	Cc1ccc(CN2CCSc3ccc(C(=O)NCc4ccco4)cc32)cc1	8	105	4	-2	0.2
14	Cc1nc2nc(-c3ccccc3)nn2c(C)c1C	4	93	-3	-4	-1.5
15	Cc1ccc(S(=O)(=O)N2CC(O)CC2C(=O)Nc2ccc3c(c2)CCC3)cc1 (configuration not stated)	-7	96	10	-14	-1.8

#	HTR2A ag	ABHD5 PLIN5 PPI	Glyco luc inh	SRC2 inh	NOD2 RIPK2 PPI
1	9	3	1	20	8
2	4	0	-1	9	5
3	5	-1	3	-8	-6
4	1	9	1	1	-10
5	3	10	2	-6	0
6	-2	15	-6	-9	11
7	2	9	1	-51	-8
8	-1	-2	-3	-11	0
9	4	-3	1	-1	4
10	6	-3	0	-14	6
11	0	5	0	5	-7
12	6	1	-1	-17	-10
13	-7	3	-3	-4	0
14	-3	-3	-3	-8	-2
15	-3	4	2	-28	8

(further entries)
#	mol	TLR9-MyD88 inh	ABCB6 inh MLPCN	MC4R antag cAMP	H9c2 protect	MC4R barr agon
16	COc1ccc(CCNC(=O)c2ccc3ccccc3n2)cc1	-5	102	9	-12	-1.2
17	Cc1ccc(S(=O)(=O)N(C)CC(=O)OCC(=O)N2CCCC2=O)cc1	1	94	27	0	1.8
18	CCOC(=O)Nc1ccc2c(c1)N(C(=O)CN1CCN(C)CC1)c1ccccc1S2	9	95	13	4	-3.0
19	O=C(c1cccc([N+](=O)[O-])c1)N1CCCC(C(=O)N2CCc3ccccc3C2)C1 (configuration not stated)	3	101	3	-1	-3.1
20	COc1ccc(NC(=O)CN2CCC(n3c(C)nc4cc(F)ccc43)CC2)c(OC)c1	-1	106	0	11	-2.2
21	CCOC(=O)Cc1ccc(NC(=O)c2ccc([N+](=O)[O-])cc2)cc1	0	92	3	-4	-3.3
22	Clc1ccc(-c2cccs2)nn1	3	90	-4	-2	-0.9
23	Cc1ccc(-n2c(C)nnc2SCC(=O)N2CCc3ccccc3C2)cc1C	6	90	-2	-6	-0.9
24	CC1(C(=O)NS(=O)(=O)c2ccccc2)CCN1C(=O)C1CCCCC1 (configuration not stated)	.	113	15	2	-1.7
25	O=C(CSc1cccs1)NCCc1ccccc1	2	88	5	2	0.2
26	COC(=O)c1ccccc1S(=O)(=O)N1CCC(C(=O)NC2CCCCC2C)CC1 (configuration not stated)	6	101	-2	1	-3.8
27	Cc1c(C(=S)Nc2ccccc2)cnn1-c1ccc([N+](=O)[O-])cc1	-6	94	4	-9	0.7
28	Nc1nc(-c2ccc3c(c2)CCO3)cs1	8	103	7	0	-1.2
29	COc1ccccc1-n1c(-c2ccco2)n[nH]c1=S	5	98	3	3	-2.9
30	O=C(c1ccccc1)C1C(c2ccccc2)C1[N+](=O)[O-] (configuration not stated)	-2	102	23	-2	-0.2

#	HTR2A ag	ABHD5 PLIN5 PPI	Glyco luc inh	SRC2 inh	NOD2 RIPK2 PPI
16	0	-7	3	-36	2
17	-1	0	4	0	-6
18	-3	2	-1	-27	5
19	-2	-5	0	9	3
20	3	5	.	-22	-13
21	0	0	0	5	1
22	0	7	0	1	-15
23	-6	5	1	11	-3
24	4	4	1	-7	3
25	4	5	2	-19	-9
26	4	5	0	9	-14
27	-1	-5	0	-20	4
28	0	-1	1	-42	-5
29	-1	4	2	-27	2
30	-5	-5	-3	17	-8

Filtered by structure, the compounds so far with an aryl thioether with sulfur outside any ring (three)
#	mol	TLR9-MyD88 inh	ABCB6 inh MLPCN	MC4R antag cAMP	H9c2 protect	MC4R barr agon
8	CCC(C)Sc1nc2c(cnn2-c2ccc(C)cc2)c(=O)[nH]1 (configuration not stated)	-6	91	-5	-9	-1.3
23	Cc1ccc(-n2c(C)nnc2SCC(=O)N2CCc3ccccc3C2)cc1C	6	90	-2	-6	-0.9
25	O=C(CSc1cccs1)NCCc1ccccc1	2	88	5	2	0.2

#	HTR2A ag	ABHD5 PLIN5 PPI	Glyco luc inh	SRC2 inh	NOD2 RIPK2 PPI
8	-1	-2	-3	-11	0
23	-6	5	1	11	-3
25	4	5	2	-19	-9

The listing continues:
#	mol	TLR9-MyD88 inh	ABCB6 inh MLPCN	MC4R antag cAMP	H9c2 protect	MC4R barr agon
31	CN1CCN(C(=S)c2cn(Cc3ccc(F)cc3)c3ccccc23)CC1	0	97	-9	5	-2.9
32	COc1ccc(CN2C(=O)c3cccnc3C2=O)cc1S(=O)(=O)N1CCCCC1	2	100	-2	0	0.5
33	CCn1c(SC(=O)NC2CCCCC2)nnc1-c1cccs1	-9	98	5	-15	-2.1
34	O=C(NCc1ccco1)NC(=O)c1csc([N+](=O)[O-])c1	-11	96	-3	-1	-2.5
35	O=C(COC(=O)C12CC3CC(CC(C3)C1)C2)Nc1ccc([N+](=O)[O-])cc1Cl	-15	94	1	5	4.4
36	O=C(NC1C=CS(=O)(=O)C1)c1ccccc1 (configuration not stated)	0	89	8	0	-1.6
37	COc1ccccc1C(=O)COC(=O)CSC(C)C(=O)Nc1cc(C)on1 (configuration not stated)	1	101	3	2	-2.8
38	CCC(=O)N1CCC(C)(C(=O)Nc2ccc(OC)c(OC)c2)C1 (configuration not stated)	.	100	3	-4	-1.6
39	C[C@H](CO)N1C[C@H](C)[C@@H](CN(C)Cc2cncnc2)Oc2cc(Br)ccc2S1(=O)=O	2	99	3	17	-1.3
40	O=C(Cn1cnc2c(nnn2Cc2ccccc2F)c1=O)OCc1ccccc1	3	98	10	10	-1.1
41	CC1CC/C(=C\c2ccc3c(c2)OCO3)C(=O)/C1=C/c1ccc2c(c1)OCO2 (configuration not stated)	-5	121	0	9	-3.0
42	NC(=O)C1CCN(c2cc(Cl)nc(N)n2)CC1	-1	99	1	3	1.4
43	Cc1ccc(N2C(=O)CC(NCC3CCCO3)C2=O)cc1 (configuration not stated)	-13	97	7	-1	-1.8
44	COc1ccc(NC(=S)N/N=C/c2ccc(F)cc2)cc1OC	-8	99	-5	-5	0.0
45	CCOC(=O)c1c(CN2CCC(C)CC2)n(C)c2cc(Br)c(OC)cc12	1	104	6	-4	-1.2
46	COC(=O)C(NC(=O)c1ccc(F)cc1)(Nc1ncc(S(=O)(=O)c2ccc([N+](=O)[O-])cc2)s1)C(F)(F)F (configuration not stated)	-4	97	12	-13	-1.3
47	CC1Cc2ccccc2N1C(=O)COC(=O)c1ccc(Br)o1 (configuration not stated)	3	97	10	2	-0.8

#	HTR2A ag	ABHD5 PLIN5 PPI	Glyco luc inh	SRC2 inh	NOD2 RIPK2 PPI
31	-7	7	-1	7	1
32	2	4	-1	9	10
33	2	3	10	-34	-5
34	0	5	2	-18	2
35	7	0	-6	5	-1
36	-4	3	-1	8	8
37	5	6	0	-21	-10
38	-3	0	3	-10	-11
39	-2	-9	-1	4	5
40	-1	-2	3	-2	-8
41	4	9	4	-11	-8
42	5	-1	0	-19	0
43	1	7	2	-23	3
44	5	-9	3	-41	-10
45	-1	3	-3	-2	-1
46	-5	3	-4	-20	-7
47	4	-5	0	1	-3

Copied from the list.
For MC4R antag cAMP, O=C(NC1C=CS(=O)(=O)C1)c1ccccc1 (configuration not stated) shows 8
For H9c2 protect, O=C(NCc1ccco1)NC(=O)c1csc([N+](=O)[O-])c1 shows -1

These rows are one share of the data. The share of hits here may be higher or lower than overall.
